KCNH2 3.1 inh: inhibitors of human KCNH2 3.1 potassium channel isoform; U2OS KCNH2 3.1, thallium flux FluxOr; hits give low values; AID 720553; activity change, % (tested at about 1.8 µM); 340,000 compounds, 0.95% hits;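 active = maximum activity change below -70%; inconclusive = maximum activity change from -70% to -50%; inactive = maximum activity change above -50%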;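 also: thallium influx rate constant from kinetic fluorescence after stimulation buffer; % is scaled to controls: 0 for no effect and ±100 for the full control effect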
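U2OS cells transduced with KCNH2 3.1 mutant virus (1.77 x 10^8 /mL, 4 h), plated overnight at 37 C, loaded 45 min with FluxOr dye plus Red40 quencher. Thallium flux rate constant from kinetic reads after stimulation buffer, normalised to controls.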
FBPA coupling cs: coupling enzyme interference in Giardia aldolase counter-screen. coupling enzyme system counterscreen, AmpLite Red fluorescence. activity change, negative = inhibition, % at 58.2 µM, hits read low. 290,000 compounds, 0.67% hits. AID 2472; in the data active = activity change below about -30%; also: % is scaled to controls: 0 for no effect and ±100 for the full control effect
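Counterscreen of the coupled detection system alone, without aldolase: glyceraldehyde-3-phosphate coupling enzymes plus AmpLite Red readout. Compounds at 57.5 uM final, 10 min RT preincubation, 20 min RT reaction, fluorescence 525/598 nm.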
GALK inh: galactokinase (human) inhibition | P51570 | 270,000 compounds, 0.007% hits | Potency, µM (top dose mostly 57.5 µM), inactives show at the top dose activity change, negative = inhibition, usual class: inhibitors | Purified GALK, Kinase-Glo residual ATP luminescence | AID 1868; also: potency is read from the fitted curve at half-maximal effect; % is scaled to controls: 0 for no effect and ±100 for the full control effect
Target sequence (P51570 whole entry, looked up): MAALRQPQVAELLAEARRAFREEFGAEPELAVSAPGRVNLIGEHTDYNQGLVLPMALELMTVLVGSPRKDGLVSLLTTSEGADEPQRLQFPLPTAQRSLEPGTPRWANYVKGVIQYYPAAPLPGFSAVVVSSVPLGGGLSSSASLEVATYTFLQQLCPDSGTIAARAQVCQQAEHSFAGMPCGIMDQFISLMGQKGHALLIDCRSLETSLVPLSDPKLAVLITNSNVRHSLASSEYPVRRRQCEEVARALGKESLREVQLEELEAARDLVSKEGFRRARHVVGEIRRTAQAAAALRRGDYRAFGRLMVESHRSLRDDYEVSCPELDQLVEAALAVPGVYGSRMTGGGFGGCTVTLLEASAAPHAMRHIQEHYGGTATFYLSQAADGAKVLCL
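Quantitative HTS: GALK 5 nM, ATP 35 uM, galactose 100 uM, 1 h room temperature, then luciferase-based ATP detection.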
Menin MLL FP TR: menin-MLL binding inhibition, Texas Red mutant peptide | O00255 | Menin + Texas Red MLL mutant peptide, fluorescence polarization | Potency, µM (titrated, usually from 61.6 µM), for the others: top-dose FP activity change, negative = inhibition, usual class: inhibitors | 270,000 compounds, 0.23% hits; active = well fitted inhibition curve with a large enough effect in the polarisation, with a control signal flat, not every such curve was filed as active; inconclusive = small, poorly fitted or top-dose-only effect, or effect the other way, or a change in a side signal; inactive = no such curve, though single readings can be large or run the other way; the % refers to the polarisation; also: potency is read from the fitted curve at half-maximal effect; % of control where 0% means no effect; many of its hits are not listed in these tables
CXXC DNA block: MLL CXXC-DNA interaction inhibition | Q03164 | MLL-CXXC / FITC-HOXA9 DNA fluorescence polarization | Potency, µM (doses to about 115 µM), for inactives: top-dose activity change, negative = inhibition, hits mostly inhibitors | 290,000 compounds, 0.037% hits | AID 2662; active = well fitted inhibition curve with a large enough effect in the polarisation, with a control signal flat, not every such curve was filed as active; inconclusive = small, poorly fitted or top-dose-only effect, or effect the other way, or a change in a side signal; inactive = no such curve, though single readings can be large or run the other way; the % refers to the polarisation; also: potency is read from the fitted curve at half-maximal effect
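Fluorescence polarization: 7 uM MLL-CXXC (stock) preincubated 5 min with compounds, then 50 nM fluorescein-HOX-A9 DNA (stock) added; 30 min ambient. Buffer 50 mM Tris-HCl pH 7.5, 50 mM NaCl, 1 mM DTT, 0.05% BSA.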
B2AR arrestin: beta2AR (human) beta-arrestin recruitment activity; P07550; beta-arrestin recruitment to beta2AR, cell-based reporter; Potency, µM (top dose mostly 46.1 µM), for the others: top-dose activation, hits mostly activators; 330,000 compounds, 0.02% hits;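 also: potency is read from the fitted curve at half-maximal effect; 0% = DMSO controls and full agonism = EC100 isoproterenol or metaproterenol; nearly all actives have a fitted effect of over 65% in size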
PKM2 activator: activators of human pyruvate kinase M2 | purified PKM2, Kinase-Glo ATP luminescence, activation; response scale: 0% is enzyme alone, no compound | Potency, µM (titrated, usually from 57.5 µM), for inactives: at the top dose activation, actives largely listed as activators | 260,000 compounds, 0.34% hits | AID 1631; also: potency is read from the fitted curve at half-maximal effect; % is scaled to controls: 0 for no effect and ±100 for the full control effect; nearly all actives have a fitted effect of over 55% in size
Target sequence (P14618 whole entry, looked up): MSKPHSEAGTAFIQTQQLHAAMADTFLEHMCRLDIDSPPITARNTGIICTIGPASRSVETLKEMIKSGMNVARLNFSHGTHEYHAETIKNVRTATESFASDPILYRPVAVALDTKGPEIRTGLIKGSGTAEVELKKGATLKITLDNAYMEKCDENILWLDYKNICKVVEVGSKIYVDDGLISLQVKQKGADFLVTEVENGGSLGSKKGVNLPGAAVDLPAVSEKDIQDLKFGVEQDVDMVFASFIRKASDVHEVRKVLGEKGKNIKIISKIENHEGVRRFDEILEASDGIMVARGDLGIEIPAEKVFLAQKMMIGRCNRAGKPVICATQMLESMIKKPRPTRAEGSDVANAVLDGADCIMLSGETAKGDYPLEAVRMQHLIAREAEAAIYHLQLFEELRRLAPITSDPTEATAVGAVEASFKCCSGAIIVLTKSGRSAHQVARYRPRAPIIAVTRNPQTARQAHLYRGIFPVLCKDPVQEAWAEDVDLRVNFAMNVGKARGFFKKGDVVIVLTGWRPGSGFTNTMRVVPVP
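Purified hPK-M2 (>95% pure) converted ADP (0.1 mM final) to ATP with 0.5 mM PEP in 50 mM imidazole pH7.2, KCl, MgCl2, Tween 20, BSA; 1 h at room temperature. ATP detected by Kinase-Glo luminescence.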
TRPV1 ag: activates the human vanilloid receptor TRPV1; activation, % at 8.33 µM; Q8NER1; 320,000 compounds, 0.19% hits; TRPV1-expressing cells, Fluo-8 calcium influx, agonist mode; in the data active = activation above about 80%; inconclusive = between about 30% and that limit; also: 0% is about no effect
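TRPV1-expressing cells were cultured overnight at 35.5C and loaded with Fluo-8 calcium dye for 40 to 90 min at room temperature. After a 10 s baseline, compound was added and calcium influx was read kinetically for 3 min (ex 480/em 520 nm).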
KCNH2 WT inh: inhibitors of human wildtype KCNH2 potassium channel; Q12809; U2OS, BacMam KCNH2, thallium flux FluxOr; hits give low values; activity change, % at 1.84 µM; 340,000 compounds, 0.37% hits; AID 720551;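 active = maximum activity change below -70%; inconclusive = maximum activity change between -70% and -50%; inactive = maximum activity change above -50%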; also: % is scaled to controls: 0 for no effect and ±100 for the full control effect
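U2OS cells were transduced with wild-type KCNH2 virus (2.03 x 10^8 / mL) for 4 h at room temperature, then cultured overnight at 37 C. Thallium flux was read with FluxOr dye. Rate constants were normalized to DMSO controls.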
Giardia killer: Giardia lamblia killing. Giardia lamblia trophozoite viability. activity change, % at 7.66 µM, hits read low. 340,000 compounds, 0.15% hits. AID 540267; in the data active = activity change below about -80%; inconclusive = between about -30% and that limit;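 also: parasites exposed to compound for two days anaerobically before the ATP read; % is scaled to controls: 0 for no effect and ±100 for the full control effect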
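Trophozoite viability was measured as ATP-dependent luminescence, read 15-30 min after reagent addition. Before that, parasites at 100 cells/well were exposed to compounds for 48 h, anaerobically, at 37 deg C.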
USP2a block: blocks human ubiquitin-specific protease USP2a. 330,000 compounds, 0.01% hits. AID 463254. Potency, µM (top dose mostly 38.3 µM), inactives show top-dose activity change, negative = inhibition, hits mostly inhibitors. USP2 core, Ub-CHOP2 coupled fluorogenic reporter, 485/531;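 also: potency is read from the fitted curve at half-maximal effect; plate controls were DMSO wells for no effect and full inhibition by NEM control for full effect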
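Cell-free coupled assay: 10nM USP2 core preincubated 30min RT with compound in Tris-HCl pH 8.0/CaCl2/CHAPS buffer, then 25nM Ub-CHOP2 and 25nM reporter substrate; fluorescence (Ex 485/Em 531) read after 60min RT, normalized to NEM inhibition, concentration-response curves fitted.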
* hit, by the source's call; ? = inconclusive; . = no result given; [ ] = remark or other dose. Unless noted, calls follow the shape of the dose curve; as a rule, active = well fitted curve in the direction sought with a large enough effect; inconclusive = small, poorly fitted or top-dose-only effect, or another doubt; inactive = no such curve, though single readings can be large; an effect the other way counts as inactive or inconclusive. Only part of the results is shown (hit frequency here may not be typical).

SMILES	KCNH2 3.1 inh	FBPA coupling cs	GALK inh	Menin MLL FP TR	CXXC DNA block	B2AR arrestin	PKM2 activator	TRPV1 ag	KCNH2 WT inh	Giardia killer	USP2a block
CC1(C)CC(=O)C2=C(C1)N=c1s/c(=C/c3ccc(F)c(F)c3)c(=O)n1C2c1ccc(F)cc1 (stereo not given)	-8	-1	0%	1%	3%	0.3%	-11%	-6	15	-2	0%
CCOC(=O)c1c(S(=O)(=O)N2CCc3ccccc32)c(C)n(C)c1C	-40	0	0%	-21%	-6%	-0.2%	.	0	-7	-3	2%
COc1ccc(S(=O)(=O)Nc2cccc(S(=O)(=O)N3CCCCC3)c2)cc1	-29	.	.	.	.	-0.6%	.	.	-19	3	1%
CC(C)(C)NC(=O)Cn1cc(C#N)c2cc(Br)ccc21	6	1	-1%	-3%	-3%	0.5%	-7%	13	-21	15	3%
COc1ccc(Cl)cc1C(=O)NNC(=S)NC(=O)c1cc(-c2ccccc2)nc2ccccc12	5	.	4%	18%	5%	0.2%	-8%	6	-1	8	-5%
CN(Cc1ccccc1)C(=O)COC(=O)c1ccccc1SCC(=O)N1CCCC1	5	.	.	.	.	-0.8%	.	-2	11	16	-1%
CC1=C(C(=O)NCc2ccco2)C2(CCC(C)CC2)OC1=O (stereo not given)	3	9	0%	3%	7%	-0.9%	-26%	-7	3	-15	5%
CCN(CC)c1ccc(NC(=O)CSc2nc(C3CC3)nc3ccccc23)cc1C	5	0	-4%	-25%	4%	0.2%	-7%	-1	1	15	0%
CCCNC(=O)N1CCN(S(=O)(=O)c2ccc3c(c2)OCCO3)CC1	16	.	.	.	.	0.4%	.	-2	12	-22	0%
COc1ccc(C)cc1CN(C)c1ccc(S(=O)(=O)N2CCN(C)CC2)cn1	45	.	.	.	.	0.5%	.	11	-2	-13	-1%
C/C(=N/Nc1ccc(Cl)cc1)c1cnnc(-c2ccccc2)n1	-17	-6	3%	-1%	3%	0.2%	-1%	1	-15	16	5%
CCOC(=O)c1cnc(SC)nc1Nc1cccc2ccccc12	-7	-3	0%	26%	1%	0.1%	9%	5	1	1	-2%
CC(C)NC(=O)NCCCCCCS(C)=O (stereo not given)	-8	4	1%	-8%	16%	-0.2%	5%	0	1	23	0%
Cc1cc(-c2ccccc2)nc(SC(C(=O)O)c2ccccc2)n1 (stereo not given)	17	1	-3%	-8%	-1%	-0.3%	-48%	2	16	4	3%
COc1ccc2c(c1)OC(O)(C(F)(F)C(F)F)CC2=O (stereo not given)	-7	6	3%	10%	-5%	-0.1%	-8%	22	4	-10	1%
CCOC(=O)CNC(=O)c1cn(C)c(=O)c2cc(OC)c(OC)cc12	5	-2	6%	4%	-6%	-1.0%	?	0	-7	-8	3%
CN(c1ccccc1)S(=O)(=O)c1ccc(Cl)c(C(=O)Nc2ccncc2)c1	12	.	.	.	.	-0.2%	.	?	12	13	0%
Cc1ccccc1NC(=S)NC(=O)/C=C/c1ccco1	-10	0	5%	?	-12%	-0.9%	13%[11.5 µM]	-1	-18	47[activator]	2%
Cc1cccc(N/C(=N/S(=O)(=O)c2ccccc2)c2ccccc2)n1	17	-9	2%	-5%	-4%	-0.4%	-1%	5	4	1	-1%
Cc1ccc(NC(=O)CSc2cn[nH]n2)cc1	17	3	3%	?	-3%	-0.1%	-3%	1	5	2	2%
CCCC(C(=O)Nc1cc(S(=O)(=O)N2CCOCC2)ccc1OC)c1ccccc1 (stereo not given)	-1	.	-5%	.	0%	0.6%	-1%	10	5	2	-2%
CCN(C(=O)CN1CCCCC1C)c1c(N)n(Cc2ccccc2)c(=O)[nH]c1=O (stereo not given)	-17	.	.	.	.	0.1%	.	-4	-15	-11	4%
COc1ccc(-c2noc(C3CCCN(C(=O)c4ccc(F)cc4)C3)n2)cc1 (stereo not given)	-20	0	1%	?	0%	-0.8%	-1%	17	5	-11	3%
COC(=O)c1ccc(NC(=O)CSc2nnc(-c3ccncc3)n2N)cc1	-4	-3	2%	0%	-2%	-1.1%	-10%	-2	4	-5	1%
Cn1c(=O)c2ncn(CC(=O)NCCOc3ccccc3)c2n(C)c1=O	-14	-2	0%	-10%	-2%	-0.1%	-17%	5	-2	2	2%
Cc1nn2c(NCCN(C)C)c3c(nc2c1-c1ccccc1)CCC3	45	0	-2%	.	28%	-0.3%	-4%	12	-1	1	-2%
CC(C)CC(NC(=O)/C(=C/c1ccco1)NC(=O)c1ccc(Br)o1)C(=O)O (stereo not given)	8	1	4%	19%	?	-0.8%	.	-1	-22	23	9%
Cc1ccc(CSc2nnc3c(n2)OC2(Nc4ccccc4-3)C(=O)Nc3ccc(F)cc32)cc1 (stereo not given)	-12	-13	.	?	-19%	0.1%	-6%	-1	1	-14	1%
O=C(COC(=O)c1cc(=O)[nH]c2ccccc12)NC(=O)c1ccccc1	0	.	.	.	.	0.0%	.	3	-4	-2	0%
CC(=O)Nc1ccc(S(=O)(=O)Nc2ccc(C(=O)NCC(=O)O)cc2)cc1	-2	2	-1%	.	1%	-0.7%	2%	3	0	7	0%
CCN1CCN(C(=O)Cn2ncc3c([nH]c4ccccc43)c2=O)CC1	10	.	-4%	.	11%	0.2%	.	-1	11	2	1%
CCOc1ccccc1NC(=O)CCCc1nc2ccccc2c(=O)[nH]1	.	-22	-1%	7%	-1%	0.1%	-1%	1	13	6	-2%
CC(=O)Nc1cc2nc(C)n(Cc3ccccc3[N+](=O)[O-])c2nc1C	4	1	4%	-20%	-1%	-0.1%	-4%	-3	-1	5	2%
CCn1c(C)nc2cc(C(=O)N/N=C/c3ccc(O)c(O)c3O)ccc21	-12	-53*	-1%	?	7%	0.3%	3.2µM*	-3	-4	10	5%
O=C(NCC(=O)N(c1ccc2c(c1)OCCO2)C(C(=O)NC1CCCC1)c1ccco1)c1ccco1 (stereo not given)	8	-3	-2%	-25%	5%	-1.1%	-13%	1	-6	6	-1%
CC(C)CNC(=O)COc1ncnc2sccc12	3	0	10%	-13%	-5%	-0.1%	.	-5	3	11	0%
O=C(COC(=O)/C=C/c1cccc(Br)c1)Nc1cccc(S(=O)(=O)NC2=NCCC2)c1	13	.	.	.	.	0.3%	.	1	20	-7	2%
COC(=O)c1ccc(COc2ccc(F)cc2)o1	4	1	0%	18%	-1%	-0.3%	.	-1	-3	5	3%
CC1CCc2c(sc(NC(=O)C3=COCCO3)c2C(N)=O)C1 (stereo not given)	-1	.	.	.	.	0.3%	.	-1	-13	-26	0%
O=C(COC(=O)c1ccccc1F)NC1CC1	-15	.	.	.	.	-0.1%	.	1	0	11	2%
CS(=O)(=O)c1[nH]nc(-c2ccccc2)c1C#N	-3	5	-2%	.	-5%	-0.6%	-8%	-1	-6	-18	1%
Cc1cccc(CC(=O)NC2CCS(=O)(=O)C2)c1 (stereo not given)	-9	.	.	.	.	-0.2%	.	-1	1	-3	1%
Cc1ccc(C)c(CSc2nnc(CCN)o2)c1	9	3	0%	-11%	9%	-0.4%	1%	1	0	-5	-1%
Cc1ccc(C(=O)C(C)OC(=O)c2nc(Cl)ccc2Cl)cc1 (stereo not given)	4	.	-9%	.	5%	0.1%	5%	-1	11	3	-1%
CCc1ccc(N(C(=O)CNC(=O)c2ccco2)C(C(=O)NC2CCCC2)c2ccncc2)cc1 (stereo not given)	11	1	0%	-11%	8%	0.4%	-3%	0	6	5	-1%
COc1ccc(/C=C(/NC(=O)c2ccccc2Cl)C(=O)O)cc1	2	4	-1%	5%	-1%	0.3%	-29%	-1	6	1	-2%
c1ccc(COc2ccc(CN3CCN(c4ccccn4)CC3)cc2)cc1	-24	1	1%	-1%	-1%	0.8%	2%	-2	13	4	2%
CCOC(=O)C1CCN(C(=O)CN(c2ccc(OC)cc2)S(=O)(=O)c2c(C)nn(C)c2C)CC1	9	2	3%	12%	-1%	0.1%	1%	-2	3	6	-1%
CC1CCC2(CC1)NC(=O)N(CC(=O)N1CCOCC1)C2=O (stereo not given)	-7	.	.	.	.	-2.2%	.	.	3	19	2%
CCC(=O)Nc1nnc(Cc2ccccc2)s1	-5	6	0%	-24%	-4%	-0.2%	2%	-14	-12	-6	0%
COc1ccc(OC)c(CCNC(=O)c2cccc(NC(=O)C3=C(C)OCCS3)c2)c1	-3	.	4%	.	3%	0.4%	.	1	-17	-15	-6%

Compound activity deposited in PubChem by National Center for Advancing Translational Sciences (NCATS).
